# Compound activity: PubChem BioAssay, National Center for Advancing Translational Sciences (NCATS)
# FEN1 inhibitor: blocks human flap endonuclease 1 | P39748 | Recombinant FEN1 flap cleavage, fluorescence, 15 min | Potency, µM (doses to about 114 µM), for the others: at the top dose activity change, negative = inhibition, most hits filed as inhibitors | 390,000 compounds, 0.35% hits | AID 588795; further: nearly all actives have a fitted effect of over 65% in size
# Target sequence (P39748 whole entry, looked up): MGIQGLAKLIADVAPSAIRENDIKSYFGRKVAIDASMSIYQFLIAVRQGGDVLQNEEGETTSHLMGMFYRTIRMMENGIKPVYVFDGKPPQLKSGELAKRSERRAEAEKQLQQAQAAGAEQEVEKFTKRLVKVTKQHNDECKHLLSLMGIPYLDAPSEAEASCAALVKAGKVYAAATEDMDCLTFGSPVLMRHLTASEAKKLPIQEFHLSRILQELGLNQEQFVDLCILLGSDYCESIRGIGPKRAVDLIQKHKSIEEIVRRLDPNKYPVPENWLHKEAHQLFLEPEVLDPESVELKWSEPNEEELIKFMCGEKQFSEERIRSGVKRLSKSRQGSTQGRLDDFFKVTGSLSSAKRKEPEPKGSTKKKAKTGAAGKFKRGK
#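 Enzyme 10 nM, 15 min RT preincubation with compound; start with substrate 50 nM final; reads at 0 and 15 min; qHTS titration, four-parameter Hill fit.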
# TDP1 inh: TDP1 (human) enzyme inhibition | Q9NUW8 | recombinant TDP1, AlphaScreen DNA substrate cleavage | Potency, µM (doses to about 130 µM), without a hit: at the highest dose activity change, negative = inhibition, hits mostly inhibitors | 350,000 compounds, 0.28% hits | AID 485290; further: nearly all actives have a fitted effect of over 40% in size
# Target sequence (Q9NUW8 whole entry, looked up): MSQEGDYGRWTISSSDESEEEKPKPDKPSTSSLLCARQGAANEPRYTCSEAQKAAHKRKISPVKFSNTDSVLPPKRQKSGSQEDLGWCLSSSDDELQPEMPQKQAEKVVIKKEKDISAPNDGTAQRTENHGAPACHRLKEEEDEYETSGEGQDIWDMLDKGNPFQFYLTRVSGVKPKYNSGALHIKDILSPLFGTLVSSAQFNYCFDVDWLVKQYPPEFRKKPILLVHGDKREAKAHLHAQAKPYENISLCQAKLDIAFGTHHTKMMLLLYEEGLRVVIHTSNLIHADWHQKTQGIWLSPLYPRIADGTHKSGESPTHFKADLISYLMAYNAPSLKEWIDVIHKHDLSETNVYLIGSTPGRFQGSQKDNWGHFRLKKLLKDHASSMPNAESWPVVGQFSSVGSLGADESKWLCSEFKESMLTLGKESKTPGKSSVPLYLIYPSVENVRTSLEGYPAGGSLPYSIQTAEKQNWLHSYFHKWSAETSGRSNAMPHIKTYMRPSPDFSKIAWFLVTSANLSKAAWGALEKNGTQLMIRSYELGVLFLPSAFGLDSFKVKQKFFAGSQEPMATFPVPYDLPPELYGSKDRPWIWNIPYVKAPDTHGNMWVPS
#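 Tdp1 1 nM final; 15 min RT w/ cpd; substrate 15 nM, 5 min; beads 10 ug/ml, 10 min; AlphaScreen read. Neg ctrl: no enzyme.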
# N370S GC mod: N370S glucocerebrosidase modulation, Gaucher chaperone candidate. Potency, µM (top dose mostly 59.4 µM), for inactives: top-dose activity change, negative = inhibition, most hits filed as inhibitors. N370S GC spleen homogenate, 4MU-glucoside fluorescence. AID 2101. 330,000 compounds, 0.092% hits;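 further: 0% = full enzyme activity and -100% = no enzyme basal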
# Active calls of the source: *; u = inconclusive; x = no result given; & = joins results of further samples; [ ] = another dose, or the depositor's remark. The call rests on the fitted dose curve; in most records, active means well fitted curve in the direction sought with a large enough effect; inconclusive means small, poorly fitted or top-dose-only effect, or another doubt; inactive means no such curve, though single readings can be large; an effect the other way counts as inactive or inconclusive. Unless noted, on the % scale 0 is the no-effect control and ±100 the full control effect; potency means the concentration at half of the fitted maximal effect.
FEN1 inhibitor	TDP1 inh	N370S GC mod	structure
-22%	x	0%	CCOC(=O)c1sc2nc(C)nc(NCc3ccccc3OC)c2c1C
x	24%[56.1 µM]	-22%	Cc1cccc(CNc2ccnc(-c3ccc(N(C)C)cc3)n2)c1
-3%	5%	7%	Cc1ccc(NS(=O)(=O)c2cc(Br)cnc2N)c(Cl)c1
-11%&14%	x	-1%	CC[C@@H]1[C@H]2CCCC(=O)N3CC[C@@H](C[C@@H]1OC(=O)NCc1ccccc1)[C@@H]23
-21%	-4%	-14%	Cc1ccc2nc(N/N=C/c3ccccc3C#N)nc(-c3ccccc3)c2c1
8%	4%	10%	O=C(CCN1C(=O)c2ccccc2C1=O)Nc1ccc(F)cc1F
-4%	5%	6%	CCCC(CCC)C(=O)NNc1cc(=O)c2c(=O)n(C)c(=O)n(C)c2[nH]1
-4%	x	4%	CCOc1cc(C2NC(=O)NC(C)=C2C(C)=O)cc(Cl)c1OCC(=O)O (stereo unspecified)
-15%	x	-5%	O=S(=O)(NCCCSc1ccccc1)c1ccccc1F
-3%	5%	-3%	Cc1[nH]c2ccc(-c3n[nH]c(=S)n3-c3ccccc3)cc2c1C
-15%	5%	1%	CCOC(=O)C1C(=O)C=C(c2cccc(NS(C)(=O)=O)c2)CC1c1ccco1 (stereo unspecified)
13%	3%	-1%	CC1CCC2(CC1)NC(=O)N(CC(=O)Nc1cccc(S(=O)(=O)N3CCOCC3)c1)C2=O (stereo unspecified)
-4%	7%	x	CCOC(=O)c1cc(-c2ccccc2)n(CC(=O)N(C)c2ccc(OC)cc2)c1C
-2%	10%	x	CCc1ccc(CNC(=O)c2cc(=O)[nH]c3ccc(S(=O)(=O)N4CCCCC4)cc23)cc1
10%	5%	x	CCc1ccc(N2C(=O)CC(c3cc(OC)ccc3OC)C3=C2COC3=O)cc1 (stereo unspecified)
0%&-14%	-16%	-7%	COc1ccc(CNC(=O)C2CCC(CNS(=O)(=O)c3cccs3)CC2)cc1 (stereo unspecified)
-11%	-3%	3%	CCCS(=O)(=O)N1CCC(C(=O)NCCC(C)C)CC1
u	0%	-7%	COc1ccc2c(c1)[nH]c1c(=O)n(/N=C/c3ccc(OC)c(CN4CCCC4)c3)cnc12
-6%	x	1%	O=C(Nc1nnc(-c2ccccc2Cl)s1)c1ccccc1F
5%	7%	-2%	O=C(Cc1ccccc1)N/N=C/c1ccc2cccc(O)c2n1
6%	-5%	8%	c1ccc(CCn2c(SCc3ccccc3)nnc2-c2ccncc2)cc1
x	9%	-5%	CCCCNc1nc(C)nc2c1nc(C)n2CCC
-25%	-5%	9%	O=c1[nH]n2c(=O)c3c([nH]c2c1N=Nc1cccc(Cl)c1)CCCC3
-9%	0%	1%	C/C(=N/OC(=O)c1ccc(C)cc1)c1cccs1
-11%	2%	-11%	CCOC(=O)c1c(C)[nH]c(C(=O)COC(=O)c2ccccc2NC(=O)c2ccco2)c1C

# Entries from the list above containing sulfur (twelve):
FEN1 inhibitor	TDP1 inh	N370S GC mod	structure
-22%	x	0%	CCOC(=O)c1sc2nc(C)nc(NCc3ccccc3OC)c2c1C
-3%	5%	7%	Cc1ccc(NS(=O)(=O)c2cc(Br)cnc2N)c(Cl)c1
-15%	x	-5%	O=S(=O)(NCCCSc1ccccc1)c1ccccc1F
-3%	5%	-3%	Cc1[nH]c2ccc(-c3n[nH]c(=S)n3-c3ccccc3)cc2c1C
-15%	5%	1%	CCOC(=O)C1C(=O)C=C(c2cccc(NS(C)(=O)=O)c2)CC1c1ccco1 (stereo unspecified)
13%	3%	-1%	CC1CCC2(CC1)NC(=O)N(CC(=O)Nc1cccc(S(=O)(=O)N3CCOCC3)c1)C2=O (stereo unspecified)
-2%	10%	x	CCc1ccc(CNC(=O)c2cc(=O)[nH]c3ccc(S(=O)(=O)N4CCCCC4)cc23)cc1
0%&-14%	-16%	-7%	COc1ccc(CNC(=O)C2CCC(CNS(=O)(=O)c3cccs3)CC2)cc1 (stereo unspecified)
-11%	-3%	3%	CCCS(=O)(=O)N1CCC(C(=O)NCCC(C)C)CC1
-6%	x	1%	O=C(Nc1nnc(-c2ccccc2Cl)s1)c1ccccc1F
6%	-5%	8%	c1ccc(CCn2c(SCc3ccccc3)nnc2-c2ccncc2)cc1
-9%	0%	1%	C/C(=N/OC(=O)c1ccc(C)cc1)c1cccs1

# Next entries:
FEN1 inhibitor	TDP1 inh	N370S GC mod	structure
3%	x	u	CCCC(=O)Nc1nc2c(C)c(Cl)ccc2s1
-3%	x	6%	CC(=O)N1CCc2c(sc(NC(=O)Cc3ccccc3)c2C(N)=O)C1
11%	4%	0%	NC(=O)c1cnn2c(C(F)(F)F)cc(-c3ccccc3)nc12
3%	3%	x	CCC(C(=O)Nc1ccc(C(=O)OC)cc1)n1nc(-c2ccc(C)c(C)c2)ccc1=O (stereo unspecified)
-11%	8%	x	Cc1c(C)n(Cc2ccccc2)c2ccc(C(=O)N3CCN(c4ccccc4)CC3)cc12
-14%	x	26%	Oc1ccccc1/C=N/NC(=S)NCCc1ccccc1
-1%	-3%	-8%	COc1ccc(CCNC(=O)CCC2COc3ccccc3O2)cc1OC (stereo unspecified)
11%	2%	x	CCCCCN1C(C(=O)c2ccccc2)=C(NC(=O)c2ccccc2Cl)c2ccccc2S1(=O)=O
-7%	0%	-4%	CCc1n[nH]c2c1/C(=N\O)CC(C)(C)C2
-20%	-9%[12.3 µM]	x	COc1ccccc1C(=O)Nc1cc2c(cc1N1CCCCC1)n(C)c(=O)n2C
4%	-11%	-13%	Cc1ccc(S(=O)(=O)N2CCN(CC(=O)NCC3(N4CCOCC4)CCCCC3)CC2)cc1
11%	10%	-15%	CN(C)c1ccc(NC(=O)c2ccc(N3CCOCC3)nc2)cc1
6%	6%	3%	CCOC(=O)c1c(N)sc(C(C)=O)c1C
-4%	-3%	4%	COc1ccc(-n2ncc3c(N4CCCCC4)ncnc32)cc1
0%	8%	3%	Cn1c(CNC(=O)c2ccc(Cl)c(Cl)c2)nnc1SCC(=O)Nc1sc2c(c1C#N)CCCC2
-19%	x	-14%	O=C1/C(=C/c2cccc(Br)c2)SC(=S)N1/N=C/c1cc([N+](=O)[O-])ccc1O
-2%	1%	4%	CCOC(=O)CSc1nc(C)c2ccccc2n1
-1%	3%	-4%	COc1cc(Cn2ccnc2)c(OC)cc1Cn1ccnc1
-13%	3%	6%	C/C(=N\NC(=S)NCCc1ccccc1)c1ccc(Cl)cc1Cl
2%	x	-7%	COC(=O)c1c(NC(C)=O)sc(C(=O)N2CCOCC2)c1C
22%	2%	27%	COCCNC(=S)Nc1ccc([N+](=O)[O-])cc1C
12%	0%[56.1 µM]	x	COc1ccccc1NS(=O)(=O)c1ccc2oc(SC(C)C(=O)N3CCNC3=O)nc2c1 (stereo unspecified)
-7%	-3%	0%	O=C(NC(=S)Nc1nc2ccccc2s1)c1ccco1
-12%	-12%	-20%	COc1ccc(C(=O)c2ccc(Cl)cc2Cl)cc1
0%	-5%	-5%	CC(=O)Nc1ccc(NC(=O)C(C)N2CCN(S(=O)(=O)c3ccc(C)cc3)CC2)cc1 (stereo unspecified)
-4%	3%	13%	COc1ccc(CC(=O)NNC(=O)c2cccnc2)cc1OC
-16%	0%	-9%	Cn1c(CSCc2ccc(F)cc2)nnc1SCC(=O)Nc1cccc(C(=O)O)c1
12%	0%	x	CCc1cnc2c(c1SCc1cc(OC)cc(OC)c1)c(=O)n(C)c(=O)n2C
2%	3%	-7%	C/C(=N\NC(=O)c1ccc(CSc2cccc3cccnc23)cc1)C1CCCCC1
-10%	-4%	-6%	CC(=O)c1cccc(CN2CCCC(CCC(=O)NCc3ccc(F)c(F)c3)C2)c1 (stereo unspecified)
-4%	0%	6%	COCCn1c(CN(C)Cc2ccccc2)nc2c1c(=O)n(C)c(=O)n2C
1%	-7%	21%	Cc1ccccc1C(OCCN(C(C)C)C(C)C)c1ccccc1 (stereo unspecified)
14%	4%	3%	COc1ccc(C2C(C(C)=O)=C(O)C(=O)N2c2ccc(F)cc2)cc1 (stereo unspecified)
-9%	x	-6%	Cc1ccc(S(=O)(=O)N2CC(O)C[C@H]2C(=O)OCC(=O)Nc2ccc(N3CCCCC3)cc2)cc1C (stereo partly specified)
-4%	5%	-7%	Cc1ccccc1-n1c(C)nnc1SCc1nc2ccccc2s1
-4%	0%	x	COc1ccc(C2Nc3ccccc3C(=O)N2c2ccccc2F)cc1COc1ccc(NC(C)=O)cc1 (stereo unspecified)
3%	2%	0%	O=C(NN=C1CCCCCC1)c1ccc2c(c1)OCO2
-8%	1%	5%	CCN(C(=O)CSc1ncn[nH]1)C1CCCCC1
-7%	8%	4%	O=C(Cc1ccc(Cl)cc1)Nc1ccc(-c2cc3ccccc3oc2=O)c(Cl)c1
17%	1%	4%	CCOc1ccccc1NC(=O)CN1C(=O)COc2ccc(Cl)cc21
-12%	-5%	x	CCOC(=O)c1c(NC(=O)c2cc(-c3ccc(Br)cc3)on2)sc(C)c1C
x	0%	18%	CC(C)c1c(C(=O)Nc2ccccc2)c(-c2ccccc2)c(-c2ccc(F)cc2)n1CC[C@@H](O)C[C@@H](O)CC(=O)O
-2%	6%	x	Cc1cccc(OC(=O)CSc2nnc(CNC(=O)c3ccccc3)o2)c1C
-16%	3%	4%	COc1ccc(-c2ccnc3nc(N4CCN(c5ccccc5)CC4)nn23)cc1
8%	5%	4%	CCOC(=O)C1CCN(C(=O)CNC(=O)OC(C)(C)C)CC1
-4%	5%	1%	O=C(CN1CCN(c2ccccc2O)CC1)Nc1ccc2c(c1)CCC2
-17%	2%	6%	CC(=O)c1cnc2cc(-c3ccc(C)cc3)nn2c1C
-5%	7%	-15%	Clc1ccccc1C(c1nnnn1Cc1ccco1)N1CCN(Cc2ccco2)CC1 (stereo unspecified)
2%	0%	-3%	O=C(c1ccccn1)N(c1ccccc1)C1(C(=O)NC2CCCCC2)CCCCC1
16%	x	-11%	CCN(CCn1cccn1)C(=O)CC1C(=O)NCCN1Cc1cc(OC)cc(OC)c1 (stereo unspecified)

# Reformatted with two lines to a compound: part of the list above.
# Under each structure: FEN1 inhibitor | TDP1 inh | N370S GC mod
COc1ccc(C2Nc3ccccc3C(=O)N2c2ccccc2F)cc1COc1ccc(NC(C)=O)cc1 (stereo unspecified)
 : -4% | 0% | x
O=C(NN=C1CCCCCC1)c1ccc2c(c1)OCO2
 : 3% | 2% | 0%
CCN(C(=O)CSc1ncn[nH]1)C1CCCCC1
 : -8% | 1% | 5%
O=C(Cc1ccc(Cl)cc1)Nc1ccc(-c2cc3ccccc3oc2=O)c(Cl)c1
 : -7% | 8% | 4%
CCOc1ccccc1NC(=O)CN1C(=O)COc2ccc(Cl)cc21
 : 17% | 1% | 4%

# More structures
FEN1 inhibitor	TDP1 inh	N370S GC mod	structure
2%	0%	3%	COc1ccc(-n2c3c(cc(C#N)c2=O)C(=O)CCC3)cc1
9%	2%	3%	C/C(=N\N1CCN(c2ccc(Cl)cc2)CC1)c1cccs1
-11%	7%	5%[2.35 µM]	Cc1cccc2[nH]c(-c3ccc(NC(=O)c4ccco4)cc3)nc12
-3%	x	3%	CCOC(=O)[C@@H]1[C@H]2COc3ccc(Br)cc3[C@@H]2N2C(=O)N(c3ccc(F)cc3)C(=O)[C@]12C
-16%	0%	-2%	S=C1NCCOCCOCCOCCNC(=S)NCCOCCOCCOCCN1

# Reprinted at random: two entries already listed
FEN1 inhibitor	TDP1 inh	N370S GC mod	structure
-16%	0%	-2%	S=C1NCCOCCOCCOCCNC(=S)NCCOCCOCCOCCN1
-3%	x	3%	CCOC(=O)[C@@H]1[C@H]2COc3ccc(Br)cc3[C@@H]2N2C(=O)N(c3ccc(F)cc3)C(=O)[C@]12C
